Screening results as filed in PubChem.
Luc counter: Counterscreen for Luciferase (Kinase-Glo TM) Inhibition; Kinase-Glo luciferase, ATP luminescence, 8 min; Potency, µM (titrated, usually from 38.3 µM), inactives show at the highest dose activity change, negative = inhibition, usual class: inhibitors; Luciferin 4-monooxygenase (Photuris pensylvanica), Q27757; AID 1379, 2008; 0.28% of 200,000 active; further: potency means the concentration at half of the fitted maximal effect; on the % scale 0 is the no-effect control and ±100 the full control effect; nearly all actives have a fitted effect of over 60% in size
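Substrate mix (final 50 mM imidazole pH 7.2, 50 mM KCl, 7 mM MgCl2, 10 uM ATP, 0.01% Tween 20, 0.05% BSA) plus pin-tool compound, then Kinase-Glo detection mix; 8 min ambient, luminescence read.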
HttQ103 aggreg: qHTS Multiplex Assay to Identify Dual Action Probes in a Cell Model of Huntington: Aggregate Formation (GFP). 1.1% of 220,000 active. Potency, µM (highest dose often 46.1 µM), inactives show at the top dose activity change, negative = inhibition, actives largely listed as inhibitors. PC12 HttQ103-GFP aggregates, Acumen cytometry, 40 h; further: potency means the concentration at half of the fitted maximal effect; on the % scale 0 is the no-effect control and ±100 the full control effect; nearly all actives have a fitted effect of over 60% in size
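Multiplexed with ATP-based cell death, this channel scores GFP aggregates in PC12 cells expressing inducible HTTex1-Q103-GFP. Induction used 100 nM tebufenozide; compounds were tested in concentration series.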
NPSR antagonist: qHTS Assay for Antagonists of the Neuropeptide S Receptor: cAMP Signal Transduction | 1% of 220,000 active | Potency, µM (top dose mostly 38.3 µM), inactives show at the top dose activity change, negative = inhibition, most hits filed as inhibitors | AID 1461, 2008 | Q6W5P4 | CHO-NPSR cells, cAMP TR-FRET, antagonist mode; further: potency means the concentration at half of the fitted maximal effect; on the % scale 0 is the no-effect control and ±100 the full control effect; nearly all actives have a fitted effect of over 50% in size; many of its hits are not listed in these tables
Target sequence (Q6W5P4 whole entry, looked up): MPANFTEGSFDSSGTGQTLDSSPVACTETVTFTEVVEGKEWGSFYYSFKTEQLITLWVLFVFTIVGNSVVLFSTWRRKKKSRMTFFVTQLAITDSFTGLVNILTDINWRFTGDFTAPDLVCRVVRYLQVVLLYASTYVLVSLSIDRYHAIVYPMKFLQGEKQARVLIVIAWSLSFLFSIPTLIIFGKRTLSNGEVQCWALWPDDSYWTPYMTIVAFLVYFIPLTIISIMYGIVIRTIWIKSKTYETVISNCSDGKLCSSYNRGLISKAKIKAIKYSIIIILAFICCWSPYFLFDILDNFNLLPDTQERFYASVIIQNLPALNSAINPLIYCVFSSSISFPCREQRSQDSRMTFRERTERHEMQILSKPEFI
IMPase Li cell: qHTS Assay for Identifying the Cell-Membrane Permeable IMPase Inhibitors: Potentiation with Lithium. CHO-M1 cells, IP1 TR-FRET (IP-One), carbachol + lithium. Potency, µM (doses to about 59.4 µM), for the others: at the highest dose activity, negative = IMPase inhibition, hits mostly inhibitors. 0.35% of 210,000 active. AID 1457, 2008;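 further: IP1 builds up when IMPase is blocked and the TR-FRET signal falls; potency means the concentration at half of the fitted maximal effect; plate controls were basal vehicle for no effect and high inhibitor control for full effect; nearly all actives have a fitted effect of over 50% in size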
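Concentration–response in CHO-M1 cells, lithium-potentiated; 30 min at 37C. IP1 detected by competitive TR-FRET after 10 min lysis at RT. Hill-fitted AC50.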
LMNA splice mod: qHTS Assay for Modulators of Lamin A Splicing | HeLa LMNA splicing GFP/RFP minigene ratio, 48 h | Potency, µM (top dose mostly 46.1 µM), for the others: at the highest dose ratio change, negative = inhibition, most hits filed as inhibitors | 0.01% of 200,000 active; active means well fitted inhibition curve with a large enough effect in the signal ratio, with a control signal flat, not every such curve was filed as active; inconclusive means small, poorly fitted or top-dose-only effect, or effect the other way, or a change in a side signal; the % refers to the signal ratio; further: potency means the concentration at half of the fitted maximal effect; on the % scale 0 is the no-effect control and ±100 the full control effect
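Read-out is the ratio of GFP to DsRed2 object intensity, acquired by 488 nm laser-scanning cytometry on HeLa lamin A-EGFP minigene reporter cells. Compound incubation 48 hrs at 37 °C in Opti-MEM with 2% FBS; DMSO 0.5% final.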
Epigenetic derep: Quantitative High-Throughput Screen for Regulators of Epigenetic Control. 0.2% of 280,000 active. murine LDR cells, GFP reporter derepression, 30 h. Potency, µM (top dose mostly 53.9 µM), for the others: top-dose GFP activation, hits mostly activators; further: potency means the concentration at half of the fitted maximal effect; % of control where 0% means no effect; nearly all actives have a fitted effect of over 60% in size
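Readout is the number of GFP-expressing murine LDR cells, counted by cytometry following washing. Cells were treated with compound for 30 h at 37 C; the stably integrated CMV-GFP locus is normally silent.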
CBFb RUNX1 block: qHTS Assay for Compounds Blocking the Interaction Between CBF-beta and RUNX1 for the Treatment of Acute Myeloid Leukemia; Runt-related transcription factor 1 (Homo sapiens) + Core-binding factor subunit beta …; AlphaScreen CBFb-His/RUNX1-biotin binding, biochemical; Potency, µM (titrated, usually from 59.8 µM), inactives show top-dose activity, negative = inhibition, usual class: inhibitors; 230,000 tested, under 10 active; further: % of control where 0% means no effect
Target sequence (Q01196 whole entry, looked up): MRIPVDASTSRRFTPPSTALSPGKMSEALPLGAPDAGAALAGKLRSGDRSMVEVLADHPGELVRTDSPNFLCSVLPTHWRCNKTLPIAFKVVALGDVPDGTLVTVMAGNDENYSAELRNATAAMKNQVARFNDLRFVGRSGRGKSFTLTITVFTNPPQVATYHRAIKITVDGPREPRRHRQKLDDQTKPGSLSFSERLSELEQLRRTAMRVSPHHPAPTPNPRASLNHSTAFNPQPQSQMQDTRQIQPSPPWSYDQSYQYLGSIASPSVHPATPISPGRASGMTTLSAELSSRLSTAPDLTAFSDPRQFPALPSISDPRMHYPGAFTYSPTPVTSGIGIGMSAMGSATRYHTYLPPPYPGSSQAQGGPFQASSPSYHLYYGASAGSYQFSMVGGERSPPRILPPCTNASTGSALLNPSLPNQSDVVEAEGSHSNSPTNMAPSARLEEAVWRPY
Target sequence (Q13951 whole entry, looked up): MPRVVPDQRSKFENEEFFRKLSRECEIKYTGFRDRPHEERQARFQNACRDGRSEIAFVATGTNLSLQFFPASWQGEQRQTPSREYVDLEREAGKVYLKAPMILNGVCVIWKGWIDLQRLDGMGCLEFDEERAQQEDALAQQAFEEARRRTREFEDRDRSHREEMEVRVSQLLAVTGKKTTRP
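Proteins preincubated together for 20 min at RT before compound addition; 15 min later, nickel and streptavidin beads were added and left 90 min prior to AlphaScreen measurement.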
* marks the source's active call; other numbers are inactive results; [ ] = dose if it differs, or a comment. Unless noted, the call rests on the fitted dose curve; in most records, active means well fitted curve in the direction sought with a large enough effect; inconclusive means small, poorly fitted or top-dose-only effect, or another doubt; inactive means no such curve, though single readings can be large; an effect the other way counts as inactive or inconclusive.

For O=C(O)CCCN1C(=O)C(=O)/C(=C(/O)c2ccc(Cl)cc2)C1c1ccccc1 (stereo not drawn) the results were HttQ103 aggreg 7%[9.22 µM], NPSR antagonist 0%[7.67 µM], Epigenetic derep -0.3% and CBFb RUNX1 block 1%.
O=C(NCCNS(=O)(=O)c1ccccc1)c1cc(OCC(F)(F)F)ccc1OCC(F)(F)F was read as Luc counter 2%, HttQ103 aggreg 6%, NPSR antagonist -1%[46.1 µM], IMPase Li cell -7%[38.3 µM], LMNA splice mod -6%, Epigenetic derep 0.0% and CBFb RUNX1 block -1%.
`COc1ccc(NC(=O)C2CC(=O)N/C(=N/N=C/c3ccccc3)S2)cc1` (stereo not drawn) gave HttQ103 aggreg 20%[9.22 µM], NPSR antagonist 9%, Epigenetic derep 0.1% and CBFb RUNX1 block 4%.
`CC1=CC(=Nc2c(C)n(C)n(-c3ccccc3)c2=O)C=C(C)C1=O` gave Luc counter -13%, HttQ103 aggreg inconclusive, NPSR antagonist -35%, IMPase Li cell 33%[activator], LMNA splice mod inconclusive, Epigenetic derep 7.8% and CBFb RUNX1 block -6%.
`Cc1cc(NC(=O)c2ccc3nc(C)sc3c2)no1` gave Luc counter -2%, HttQ103 aggreg -25%, NPSR antagonist -7%[46.1 µM], IMPase Li cell inconclusive, LMNA splice mod 3%, Epigenetic derep 1.0% and CBFb RUNX1 block 3%.
`O=C(COC(=O)C(O)c1ccccc1)NC12CC3CC(CC(C3)C1)C2` (stereo not drawn) gave Luc counter -3%, HttQ103 aggreg 4%, NPSR antagonist -5%[46.1 µM], IMPase Li cell -1%[38.3 µM], LMNA splice mod 4%, Epigenetic derep -6.4% and CBFb RUNX1 block -2%.
`Cc1c(C(=O)N2CCN(Cc3ccccc3)CC2)sc2ncnc(N3CCOCC3)c12` gave Luc counter 1%, HttQ103 aggreg -5%, NPSR antagonist -14%[46.1 µM], IMPase Li cell 9%, LMNA splice mod -13%, Epigenetic derep -3.4% and CBFb RUNX1 block 13%.
`CC1(CCc2ccccc2)NC(=O)N(CC(=O)N2CC(=O)Nc3ccccc32)C1=O` (stereo not drawn) gave HttQ103 aggreg -8%[9.22 µM], NPSR antagonist -8%, Epigenetic derep -0.3% and CBFb RUNX1 block -9%.
CC(C)=CCc1c(O)c(CC=C(C)C)c2occ(-c3ccc(O)cc3)c(=O)c2c1O was read as HttQ103 aggreg -7%[9.22 µM], NPSR antagonist -57%, Epigenetic derep 5.1% and CBFb RUNX1 block 3%.
For Cc1ccnc2c(N3C(=O)C4C5C=CC(C5)C4(C)C3=O)cccc12 (stereo not drawn) the results were Luc counter 4%, HttQ103 aggreg -9%, NPSR antagonist -10%[46.1 µM], IMPase Li cell 31%[38.3 µM], LMNA splice mod -9%, Epigenetic derep -0.8% and CBFb RUNX1 block 7%.
COc1ccc(N2CCN(C(=O)CSc3nnc(-c4ccc5[nH]c(C)c(C)c5c4)o3)CC2)cc1 was read as Luc counter -2%, HttQ103 aggreg 10%, NPSR antagonist 16%[46.1 µM], IMPase Li cell inconclusive, LMNA splice mod -4%, Epigenetic derep 2.0% and CBFb RUNX1 block 4%.
Screening COc1ccc([N+](=O)[O-])cc1NC(=O)CSc1nc(C)cc(C)n1 returned Luc counter 3%, HttQ103 aggreg -12%, NPSR antagonist 13%, IMPase Li cell 4%, LMNA splice mod inconclusive, Epigenetic derep 0.0% and CBFb RUNX1 block 0%.
CCC(C)(C)NC(=O)C1CCN(c2nc(C)cc(C)n2)CC1 was read as Luc counter -1%, HttQ103 aggreg -6%, NPSR antagonist -5%[46.1 µM], IMPase Li cell -10%[38.3 µM], LMNA splice mod 11%, Epigenetic derep -1.0% and CBFb RUNX1 block -1%.
O=CN1CCN(C(=O)Cc2ccc([N+](=O)[O-])cc2)CC1 was read as Luc counter 2%, HttQ103 aggreg -12%, NPSR antagonist 4%, IMPase Li cell 1%, LMNA splice mod 3%, Epigenetic derep 0.0% and CBFb RUNX1 block -3%.
`COC(=O)c1sccc1NC(=O)c1cc(-c2cc(C)ccc2C)nc2ccccc12` gave Luc counter -2%, HttQ103 aggreg 3%, NPSR antagonist -19%[46.1 µM], IMPase Li cell 14%[38.3 µM], LMNA splice mod -2%, Epigenetic derep -0.2% and CBFb RUNX1 block -1%.

Next part; the last 4 above are carried over.
Screening COc1ccc([N+](=O)[O-])cc1NC(=O)CSc1nc(C)cc(C)n1 returned Luc counter 3%, HttQ103 aggreg -12%, NPSR antagonist 13%, IMPase Li cell 4%, LMNA splice mod inconclusive, Epigenetic derep 0.0% and CBFb RUNX1 block 0%.
CCC(C)(C)NC(=O)C1CCN(c2nc(C)cc(C)n2)CC1 was read as Luc counter -1%, HttQ103 aggreg -6%, NPSR antagonist -5%[46.1 µM], IMPase Li cell -10%[38.3 µM], LMNA splice mod 11%, Epigenetic derep -1.0% and CBFb RUNX1 block -1%.
O=CN1CCN(C(=O)Cc2ccc([N+](=O)[O-])cc2)CC1 was read as Luc counter 2%, HttQ103 aggreg -12%, NPSR antagonist 4%, IMPase Li cell 1%, LMNA splice mod 3%, Epigenetic derep 0.0% and CBFb RUNX1 block -3%.
`COC(=O)c1sccc1NC(=O)c1cc(-c2cc(C)ccc2C)nc2ccccc12` gave Luc counter -2%, HttQ103 aggreg 3%, NPSR antagonist -19%[46.1 µM], IMPase Li cell 14%[38.3 µM], LMNA splice mod -2%, Epigenetic derep -0.2% and CBFb RUNX1 block -1%.
Screening CC(C)C(=O)NC(C)C(c1cccs1)N1CCOCC1 (stereo not drawn) returned Luc counter 2%, HttQ103 aggreg 10%, NPSR antagonist -1%[46.1 µM], IMPase Li cell -7%, LMNA splice mod 9%, Epigenetic derep -0.9% and CBFb RUNX1 block 3%.
`Cc1cc(C)nc(/N=C(\N)Nc2ccc(S(=O)(=O)Nc3nccc(C)n3)cc2)n1` gave Luc counter -2%, HttQ103 aggreg -7%[9.22 µM], NPSR antagonist -9%, IMPase Li cell 7%, LMNA splice mod inconclusive, Epigenetic derep 0.2% and CBFb RUNX1 block 5%.
`COc1ccc(-n2nc(C)cc2N)cc1` gave Luc counter -3%, HttQ103 aggreg 18%[9.22 µM], NPSR antagonist -23%, IMPase Li cell 8%, LMNA splice mod inconclusive, Epigenetic derep -0.9% and CBFb RUNX1 block 1%.
Screening Cc1ccc(Cc2c(C)nc3nc(SCC(=O)NCc4ccco4)nn3c2C)cc1 returned Luc counter 6%, HttQ103 aggreg inconclusive, NPSR antagonist 17%[46.1 µM], IMPase Li cell 13%[38.3 µM], LMNA splice mod inconclusive, Epigenetic derep 4.3% and CBFb RUNX1 block -11%.
Screening CCCCN1CC2=C(C1=O)C(c1ccc(O)cc1)NC(=O)N2C (stereo not drawn) returned Luc counter -1%, HttQ103 aggreg -5%, NPSR antagonist 28%, IMPase Li cell -4%, Epigenetic derep -1.1% and CBFb RUNX1 block 4%.
`O=C1CCC(c2ccc(-n3ccnc3)cc2)=NN1` gave Luc counter -10%, HttQ103 aggreg 12%, NPSR antagonist 18%[46.1 µM], IMPase Li cell 7%, LMNA splice mod inconclusive, Epigenetic derep -1.2% and CBFb RUNX1 block 5%.
`CCNC(=O)C12CCC(C)(c3nc4cc(C)c(C)cc4nc31)C2(C)C` (stereo not drawn) gave Luc counter 0%, HttQ103 aggreg 33%, NPSR antagonist -16%, IMPase Li cell -6%, LMNA splice mod inconclusive, Epigenetic derep 0.5% and CBFb RUNX1 block 0%.
O=C(NC(=S)Nc1ccccc1)c1csnn1 was read as Luc counter 0%, HttQ103 aggreg 15%, NPSR antagonist -5%[46.1 µM], IMPase Li cell -2%[38.3 µM], LMNA splice mod 9%, Epigenetic derep -1.0% and CBFb RUNX1 block 5%.
`CCOc1ccc(Br)cc1CN(CC)CC` gave HttQ103 aggreg 5%[9.22 µM], NPSR antagonist -2%, Epigenetic derep -1.6% and CBFb RUNX1 block -6%.
For Cn1nc(C(F)(F)F)c2cc(C(=O)Nc3ccc(Cl)cc3)sc21 the results were Luc counter 0%, HttQ103 aggreg -23%, NPSR antagonist -8%[46.1 µM], IMPase Li cell -7%[38.3 µM], LMNA splice mod 6%, Epigenetic derep -1.4% and CBFb RUNX1 block 2%.
For Cc1cc(NCc2ccccn2)n2c(nc3ccccc32)c1C#N the results were Luc counter 1%, HttQ103 aggreg -7%[9.22 µM], NPSR antagonist -21%, IMPase Li cell 5%, LMNA splice mod 1%[46 µM], Epigenetic derep 2.4% and CBFb RUNX1 block 4%.
Cc1ccc(NC(=O)CNS(=O)(=O)c2ccc(F)cc2)cc1C was read as Luc counter 0%, HttQ103 aggreg 13%, NPSR antagonist -5%, IMPase Li cell -3%, Epigenetic derep 0.9% and CBFb RUNX1 block 1%.
For C=C(C)c1cccc(C(C)(C)NC(=O)Nc2ncccn2)c1 the results were Luc counter 2%, HttQ103 aggreg inconclusive, NPSR antagonist -1%[46.1 µM], IMPase Li cell 7%[38.3 µM], LMNA splice mod 4%, Epigenetic derep 0.9% and CBFb RUNX1 block 5%.
`CN(Cc1cnc2nc(N)nc(N)c2n1)c1ccc(C(=O)N[C@H](CCC(=O)O)C(=O)O)cc1` gave Luc counter 2%[17.1 µM], IMPase Li cell 3%, LMNA splice mod inconclusive, Epigenetic derep 5.5%[16.9 µM] and CBFb RUNX1 block 3%[21.7 µM].
CC(=O)c1c(-c2ccc(C)cc2)nc2c3ccccc3ccn12 was read as Luc counter 3%, HttQ103 aggreg -25%, NPSR antagonist -49%, IMPase Li cell 9%, LMNA splice mod 1%[46 µM], Epigenetic derep 0.2% and CBFb RUNX1 block 7%.
For CCCCNC(=S)Nc1cccc2cnccc12 the results were HttQ103 aggreg inconclusive, NPSR antagonist -24%[46.1 µM], LMNA splice mod inconclusive, Epigenetic derep -0.9% and CBFb RUNX1 block -1%.
Screening O=C(NC(Cc1ccccc1)C(=O)O)/C(=C/c1ccccc1)NC(=O)c1ccccc1 (stereo not drawn) returned Luc counter 4%, HttQ103 aggreg 1%, NPSR antagonist -3%, IMPase Li cell -2%, LMNA splice mod -12%, Epigenetic derep -0.1% and CBFb RUNX1 block 2%.

Some of the compounds tested. The share of hits here may be higher or lower than overall.
